Assay outcomes deposited in PubChem BioAssay by several laboratories.
PLC-beta3 inh: inhibitors of human phospholipase C beta3. Purified PLC-beta3, fluorogenic substrate, fluorescence. inhibition, % at 12.2 µM. Q01970. 370,000 compounds, 0.18% hits; in the data active = inhibition above about 11%;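 note: 0% = median of compound wells on plate and 100% = full blocker control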
Rev-erbA mod: Rev-erb alpha (human) modulation. activity, % at 10 µM. Rev-erbα–FITC-DNA binding, fluorescence polarization, 90 min. AID 1259318. P20393. 370,000 compounds, 0.79% hits;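 active = activity above about 14%, limit read from the data; passing the limit was not always enough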;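 note: 0% = DMSO wells with 35 nM protein and 100% = DMSO wells with 750 nM protein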
Target sequence (P20393 whole entry, looked up): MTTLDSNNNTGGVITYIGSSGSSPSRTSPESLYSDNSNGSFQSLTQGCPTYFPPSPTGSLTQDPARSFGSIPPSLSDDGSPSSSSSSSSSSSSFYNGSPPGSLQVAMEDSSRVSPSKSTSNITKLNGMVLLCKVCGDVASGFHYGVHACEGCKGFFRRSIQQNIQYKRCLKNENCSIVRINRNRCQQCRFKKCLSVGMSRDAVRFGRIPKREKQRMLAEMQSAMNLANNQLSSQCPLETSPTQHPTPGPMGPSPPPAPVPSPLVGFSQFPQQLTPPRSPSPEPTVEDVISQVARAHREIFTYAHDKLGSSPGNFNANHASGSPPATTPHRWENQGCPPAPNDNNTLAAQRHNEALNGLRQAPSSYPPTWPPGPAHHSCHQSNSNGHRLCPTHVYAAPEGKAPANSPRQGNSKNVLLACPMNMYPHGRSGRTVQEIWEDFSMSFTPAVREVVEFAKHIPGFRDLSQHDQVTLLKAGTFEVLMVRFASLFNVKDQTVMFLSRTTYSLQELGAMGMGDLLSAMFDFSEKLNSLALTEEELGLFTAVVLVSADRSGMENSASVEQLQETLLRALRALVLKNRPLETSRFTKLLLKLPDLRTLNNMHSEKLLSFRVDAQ
hgDAF-12 ag: hgDAF-12 agonism, primary luciferase screen. HEK293 GAL4-hgDAF12 UAS-luciferase reporter, agonist luminescence; normalized to butyrate control. activation, % at 6.8 µM. 370,000 compounds, 1.8% hits. AID 687014;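 active = activation above a cutoff set at the mean of all screened compounds plus 3 SD, cut at about 10% in these data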;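 note: 0% = DMSO wells and 100% = sodium butyrate wells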
PG9 Ab binder: PG9 antibody binding by small molecule; TR-FRET gp120-PG9 antibody binding; inhibition, % at 6.7 µM; 360,000 compounds, 0.43% hits; AID 624416; in the data active = inhibition above about 8.5%
sPLA2-III inh: Inhibits HGIII-sPLA2 liposome hydrolysis, primary screen | QFRET BODIPY PC-A2 liposome hydrolysis, fluorescence | inhibition, % at 12.2 µM | Q9NZ20 | 370,000 compounds, 0.56% hits;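 active = inhibition above mean plus 3 SD of compounds lying within the high and low control bounds, cut at about 19% in these data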;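 note: 0% = median of test compound wells and 100% = no enzyme DMSO wells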
hcDAF-12 act: H. contortus DAF-12 activation, primary screen; 370,000 compounds, 1.4% hits; HEK293 hcDAF-12 lit1-tk-luc reporter, luminescence; 0% DMSO, 100% Δ7-dafachronic acid; AID 652067; activation, % at 6.8 µM;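 active = activation above the mean of all tested compounds plus 3 SD, cut at about 5.5% in these data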;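 note: 100% = response to 3 µM Δ7-dafachronic acid high control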
ssDAF12 agonist: activates DAF-12 receptor from parasite S. stercoralis | activation, % at 6.8 µM | 370,000 compounds, 1% hits | HEK293 ssDAF-12/GRIP1 lit1-tk-luc reporter, luminescence; % of 3 µM dafachronic acid response;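 active = activation above the mean over all tested compounds plus 3 SD, cut at about 0.9% in these data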;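 note: 0% = DMSO-only wells and 100% = 3 µM delta7-dafachronic acid wells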
SMARCA2 act: activators of SMARCA2 function | MG213 cells, MMTV-luciferase reporter, dexamethasone, overnight | activation, % at 9.1 µM | 370,000 compounds, 1% hits; in the data active = activation above about 7.8%;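 note: 0% = vehicle wells and 100% = reference activator wells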
DAX1 inh-1: inhibits human nuclear receptor DAX1; inhibition, % at 6.75 µM; 340,000 compounds, 0.99% hits; P51843; AID 504766; HEK293 Gal4-DAX1 luciferase reporter, luminescence;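 active = inhibition above the mean over all tested compounds plus 3 SD, cut at about 4.2% in these data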;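 note: 0% = DAX1-transfected cells with DMSO and 100% = empty-vector control cells with DMSO; inhibition shows as a rise in luminescence from relieved DAX1 repression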
Target sequence (P51843 207-470 limits assumed): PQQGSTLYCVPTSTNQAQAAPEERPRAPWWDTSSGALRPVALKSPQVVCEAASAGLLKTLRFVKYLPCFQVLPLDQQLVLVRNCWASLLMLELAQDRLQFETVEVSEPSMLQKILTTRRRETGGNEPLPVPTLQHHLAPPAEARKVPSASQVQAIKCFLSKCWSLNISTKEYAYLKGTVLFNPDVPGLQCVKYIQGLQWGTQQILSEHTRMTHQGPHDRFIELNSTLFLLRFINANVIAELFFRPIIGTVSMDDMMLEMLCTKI
DAX1 inh-2: DAX1 (NR0B1) inhibition, primary screen | HEK293T StAR-luciferase reporter, SF-1/DAX-1 repression relief | inhibition, % at 6.8 µM | 370,000 compounds, 1.1% hits | AID 652010;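 active = inhibition above the mean over all tested compounds plus 3 SD, cut at about 3.6% in these data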;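 note: 0% = DAX-1 cells with DMSO and 100% = cells lacking DAX-1 with DMSO; higher inhibition means more luminescence from relief of DAX-1 repression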
GAA850 FXN act: activators of GAA850 frataxin (FXN) promoter | 360,000 compounds, 0.56% hits | activation, % at 6 µM | HEK293 lucGAA850 FXN promoter luciferase reporter, 24 h; percent of 10 µM SAHA response | AID 540364;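 active = activation above the average of all compounds screened plus 3 SD, cutoff fixed separately per campaign, cut at about 7.5% in these data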;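 note: 0% = DMSO wells and 100% = 10 µM SAHA wells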
Numbers without * were called inactive; . = no result given.

SMILES	PLC-beta3 inh	Rev-erbA mod	hgDAF-12 ag	PG9 Ab binder	sPLA2-III inh	hcDAF-12 act	ssDAF12 agonist	SMARCA2 act	DAX1 inh-1	DAX1 inh-2	GAA850 FXN act
N#C/C(=C\c1cc([N+](=O)[O-])ccc1Cl)C(N)=O	0	-1	-1.2	1.9	5	-0.4	-1.6	-2	0.4	-0.2	0.2
O=C(NCc1ccccc1)c1cccc(COc2ccc(Cl)cc2)c1	0	-1	7.0	2.2	-16	2.9	-0.2	0	-1.9	-0.2	2.1
COc1ccc(CNc2ncc(-c3ccc(Br)cc3)n2C)cc1OC	-8	1	-2.5	0.0	-2	-1.8	-0.8	0	0.3	-1.3	-1.9
N#Cc1cnc(SCC(=O)c2ccccc2)nc1N	-18	-2	1.7	-1.9	-31	1.0	-1.1	0	0.7	0.1	2.5
COCCN(Cc1cn(C)nc1-c1ccccc1F)C(C)C	4	1	-2.4	1.0	0	-0.8	-0.6	0	2.0	0.0	0.0
CCC(=O)N1CCN(c2ccccc2NC(=O)c2ccc(-c3cccc([N+](=O)[O-])c3)o2)CC1	-4	2	3.0	-1.9	0	1.0	0.8	-2	0.0	-1.1	-4.7
Cc1ccccc1CSc1nnc(-c2cccs2)n1Cc1ccco1	-1	-5	-3.9	-1.7	-13	-1.7	-1.6	-2	-1.5	-1.0	-2.3
O=C(COC(=O)C1CCN(c2ccc(C(F)(F)F)cn2)CC1)NCc1cccc(Cl)c1	-4	6	3.8	0.5	-6	2.2	-0.2	-2	1.0	0.5	2.3
Cc1ccc2c(Cl)cc(Cl)c(OCC(=O)NC(=O)NCc3ccco3)c2n1	-2	-3	-0.3	0.6	1	-2.3	-1.0	-4	-0.4	-0.7	-1.9
COc1cc(C(=O)Nc2cc(Cl)ccc2-n2cncn2)ccc1OC(F)F	-6	31*	-0.3	10*	8	4.9	0.3	1	0.7	1.0	2.2
CN1CCN(NC(=S)NC(C)(C)CC(C)(C)C)CC1	6	6	-1.1	-0.1	10	-0.2	-0.2	-1	0.6	0.0	0.1
CC(NCCN(C)C)C(=O)C12CC3CC(CC(C3)C1)C2 (stereo unspecified)	0	3	3.2	-0.3	-2	-0.6	0.0	-1	-0.6	-0.2	0.0
O=C(N/N=C/c1ccoc1)c1ccc(Cl)cc1Cl	-4	-2	5.0	-2.4	-2	0.0	0.3	5	-0.1	-1.1	1.4
CCOC(=O)c1cn(CC)c2cc(N3CCSCC3)c(F)cc2c1=O	-142	3	-1.4	-2.6	4	-0.5	-1.8	2	-0.8	1.0	-0.8
Cn1cc(CCC(=O)NCc2ccc3c(c2)OCO3)c2ccccc21	2	3	1.0	-0.9	6	1.2	-1.9	4	-1.0	-0.3	1.3
Cc1ccc(-c2csc3ncnc(N4CCN(C(=O)c5ccccc5)CC4)c23)cc1	2	1	-0.5	0.3	-9	-1.4	-2.0	0	-1.3	-0.5	-3.0
COC(=O)[C@H](Cc1c[nH]c2ccccc12)NC(=O)NCc1ccccc1	1	0	-1.2	-1.0	-57	0.2	-1.2	1	-1.2	0.3	-2.3
Fc1cc2ncn(Cc3ccccc3)c2cc1F	-2	3	-1.4	0.7	0	-1.8	-1.2	-1	-0.8	0.8	4.2
CN1CCc2nc3ccccc3c(C(=O)OCC(=O)N(CCC#N)c3ccccc3)c2C1	-133	-9	-3.9	1.2	-2	-0.7	-1.7	-5	-0.9	-0.6	-1.4
O=C(COC(=O)c1cc(=O)c2ccccc2o1)Nc1cc(Cl)ccc1Cl	-4	-2	1.6	0.1	5	2.9	-1.5	-2	-0.4	-2.8	-0.3
OCCN(CCO)c1ncnc2c1sc1nc(N3CCOCC3)c3c(c12)CCCC3	-201	1	-7.7	1.4	-24	-1.5	-1.7	2	0.1	-1.6	4.3
Cc1nc2scc(C)n2c(=O)c1S(=O)(=O)N1CCN(c2ccc([N+](=O)[O-])cc2)CC1	-2	6	1.3	-0.5	4	2.8	-0.3	-3	0.1	0.6	1.1
O=S(=O)(CCN(CCS(=O)(=O)C(F)(F)F)CC1CCCO1)C(F)(F)F (stereo unspecified)	1	-3	-0.3	0.4	2	-1.3	-0.8	1	0.3	0.6	0.6
CC(OC(=O)c1ccc(O)cc1)C(=O)Nc1nc(-c2ccccc2)cs1 (stereo unspecified)	-15	-5	1.1	0.6	-25	-1.6	-0.4	-5	-0.2	-2.7	1.4
CCOc1ccccc1NC(=O)C(OC(=O)c1ccc(NC(=O)CC#N)cc1)c1ccccc1 (stereo unspecified)	-20	-3	-1.3	1.2	-35	-1.5	-1.7	-1	-0.5	0.8	1.2
CC1=NN(CCc2ccccn2)C(=O)CC1	-4	-3	0.0	-0.8	-6	-0.9	0.5	-1	2.8	-0.6	0.9
CCN(C(=O)c1ccc2c(=O)n3c(nc2c1)CCCCC3)c1cc(OC)ccc1OC	-3	0	-2.7	0.8	5	0.8	-1.4	-1	0.6	0.6	-7.1
CCOC(=O)c1c(NC(=O)C2c3ccccc3Oc3ccccc32)sc(C(C)=O)c1C	0	.	2.8	1.5	0	1.8	-1.0	1	1.6	0.4	1.6
Cc1ccc(NC(=O)Nc2ccccc2)nc1	-7	-3	5.4	0.0	-3	2.4	-0.4	4	2.9	1.0	5.5
COCCN(C(=O)COC(=O)Cc1coc2cc(C)ccc12)c1c(N)n(Cc2ccccc2)c(=O)[nH]c1=O	1	-7	0.6	-2.0	-7	-1.4	-1.2	-1	0.3	0.2	0.6
COC(=O)c1ccccc1NC(=O)CSc1nc2ncccc2[nH]1	-7	0	5.8	-0.4	-9	-1.9	-1.5	0	0.4	-0.5	1.7
COc1ccc(/C=C/C(=O)N2CCCc3ccccc32)cc1	3	-5	2.6	-0.2	-6	-1.0	-1.4	1	1.5	0.4	3.8
O=C(Nc1nnc([C@@H]2C[C@H](O)[C@@H](CO)O2)s1)c1ccc(Oc2ccccc2)cc1	-11	3	5.8	0.1	-5	-0.1	-1.3	3	.	0.8	0.2
Cc1c(Br)c([N+](=O)[O-])nn1CCCC(=O)NC(C)c1ccccc1 (stereo unspecified)	-9	1	-1.3	0.5	1	-1.3	-1.5	1	-0.7	-0.2	-0.6
Cc1ccc(-n2[nH]c(C)c(C=Nc3ccc(S(=O)(=O)N4CCOCC4)cc3)c2=O)c(C)c1	1	4	2.9	-1.4	22*	-0.9	-1.5	-2	.	-0.3	.
COc1cccc2cc(-c3csc(NC(=O)CCC(=O)NCCCN4CCC(C)CC4)n3)c(=O)oc12	-151	5	15*	0.9	1	6.2*	1.6*	4	-2.6	4.5*	3.9
O=C(Cc1ccccc1)c1c[nH]c(C(=O)NC2CCCC2)c1	1	-3	1.1	-1.1	-9	0.0	-1.3	-2	-0.4	0.6	-0.5
COc1ccc(C2CC(=O)N3CN(c4ccc(C)c(Cl)c4)CSC3=C2C#N)cc1OC (stereo unspecified)	-10	2	2.8	3.8	9	1.0	-1.0	-2	1.6	-1.2	-0.8
Nc1nc(SCC(=O)N2CCOCC2)n[nH]1	3	8	-1.2	-1.6	-1	-1.0	-0.7	-1	0.2	0.4	0.7
CCCCCc1c(C)nc(N2CCN(Cc3ccc4c(c3)OCO4)CC2)[nH]c1=O	-1	-2	-0.5	-0.5	-1	-2.4	-1.2	3	-0.1	0.0	-0.7
CCCC(=O)N(c1ccc(C(=O)O)cc1)c1nc(-c2ccccc2)c(C)s1	4	2	3.6	-3.0	-9	-0.4	-0.8	-3	2.0	-0.2	1.3
Cn1ccnc1SCC(=O)NC1(C#N)CCCCC1	-5	2	0.8	-0.1	13	-0.1	-1.1	-4	-1.0	0.0	0.5
CCc1nn(CC(=O)NC2CCN(Cc3ccccc3)CC2)c(=O)c2cc3cc(F)ccc3n12	-7	3	0.0	0.8	-9	-2.0	-1.0	-3	0.0	0.5	-0.4
CC(C)(C)Cc1c(C2CCCCC2)nc2ccc(Cl)cn12	-1	3	-1.1	0.0	9	-0.8	-1.5	-1	.	-0.4	.
CCCC(=O)Nc1c2c(nn1-c1ccc(OC)cc1)CS(=O)C2 (stereo unspecified)	2	0	1.1	-0.2	5	0.4	-1.1	-3	0.2	0.4	-1.2
CC1(C)CC(NC(=O)C2CCN(S(=O)(=O)c3ccc(F)cc3)CC2)CC(C)(C)N1	-5	3	1.4	-0.4	0	-0.8	-1.4	-4	0.5	0.7	-0.8
S=C(Nc1ccccc1)N1CCCCC1	2	-3	-1.5	-1.7	0	-1.9	-1.0	-2	0.1	-0.8	2.9
Cc1ccc2cc(CN(C)S(C)(=O)=O)c(=O)[nH]c2c1	2	-6	2.8	1.2	10	1.2	-0.4	-2	.	-0.3	0.1
CCCCOCCOC(=O)C1OC1(C)c1ccccc1 (stereo unspecified)	-6	-9	-1.6	-0.5	0	0.1	-0.7	-1	2.2	0.0	-0.4
CC(c1ccon1)N(C)C(=O)c1ccc(OC2CCN(C(=O)C3CC3)CC2)cc1 (stereo unspecified)	2	-2	-1.2	-1.6	2	-1.7	-1.4	2	0.7	-0.3	2.2
O=C(O)COc1ccccc1/C=N/NC(=O)c1cc(-c2ccccc2)nc2ccccc12	-26	1	-3.7	0.2	-7	0.2	-0.6	-1	0.3	0.8	0.7
CCc1nnc(NC(=O)CCC2CCCCC2)s1	-5	-2	-0.2	-0.7	4	0.3	-1.1	2	1.0	0.7	1.3
O=C1C=CC(=O)C(CNc2ccc(C(=O)OCc3ccccc3)cc2)=C1	-15	0	-9.6	-0.8	26*	-1.4	-2.0	-8	-4.5	-6.4	-4.4
CCN(CC)Cc1c(C(=O)N/N=C/c2c(Cl)cccc2Cl)nnn1-c1nonc1N	1	-3	-0.6	-2.9	-5	0.5	-1.3	3	-1.1	-0.3	-0.8
CC(Oc1ccc(C#N)cc1)C(=O)N1CC=C(c2ccccc2)CC1 (stereo unspecified)	3	-2	-0.8	-0.7	-5	-0.5	-0.9	2	-0.5	-0.5	1.9
O=C(CN1CCOCC1)N/N=C/c1cccc2ccccc12	-6	-8	0.3	-0.5	-3	0.7	-0.6	-1	-0.5	-0.2	1.0
O=C(Nc1ccccc1C(=O)Nc1cccnc1)c1ccccc1	-1	-3	-1.4	1.4	-5	1.4	-0.6	0	0.5	-1.3	3.4
Cc1ccc(C)c(COC(=O)CCN=C2NS(=O)(=O)c3ccccc32)c1	-9	3	-0.7	-0.5	-3	-1.4	-0.7	-2	-1.1	-1.1	-0.9
COc1cc(CCC(=O)N2CCN(c3ncccn3)CC2)cc(OC)c1OC	-4	-5	-0.5	-0.5	-1	-2.8	-1.1	1	.	0.2	1.4
